# Screens deposited in PubChem BioAssay by Vanderbilt High Throughput Screening Facility.
# AMPAR-TARP mod = modulators of AMPA receptor GluA2-stargazin complexes. HEK293 GluA2+stargazin, membrane potential dye (FDSS), glutamate EC50; hits were called plate by plate, in both directions. calls only at 30 µM. O88602+P19491. 40,000 tested, 3.5% active;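 active means any of four per-well response measures lying three or more SD from its plate-wide compound average, in either direction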
# Target sequence (O88602 whole entry, looked up): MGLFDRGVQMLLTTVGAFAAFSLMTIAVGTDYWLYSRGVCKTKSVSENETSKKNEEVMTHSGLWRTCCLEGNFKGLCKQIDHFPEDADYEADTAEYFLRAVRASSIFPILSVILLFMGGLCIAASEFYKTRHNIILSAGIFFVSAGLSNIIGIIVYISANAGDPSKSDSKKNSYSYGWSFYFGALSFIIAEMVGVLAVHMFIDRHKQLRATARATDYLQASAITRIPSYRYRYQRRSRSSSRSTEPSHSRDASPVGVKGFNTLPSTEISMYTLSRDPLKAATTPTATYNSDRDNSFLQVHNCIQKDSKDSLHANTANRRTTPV
# Target sequence (P19491 whole entry, looked up): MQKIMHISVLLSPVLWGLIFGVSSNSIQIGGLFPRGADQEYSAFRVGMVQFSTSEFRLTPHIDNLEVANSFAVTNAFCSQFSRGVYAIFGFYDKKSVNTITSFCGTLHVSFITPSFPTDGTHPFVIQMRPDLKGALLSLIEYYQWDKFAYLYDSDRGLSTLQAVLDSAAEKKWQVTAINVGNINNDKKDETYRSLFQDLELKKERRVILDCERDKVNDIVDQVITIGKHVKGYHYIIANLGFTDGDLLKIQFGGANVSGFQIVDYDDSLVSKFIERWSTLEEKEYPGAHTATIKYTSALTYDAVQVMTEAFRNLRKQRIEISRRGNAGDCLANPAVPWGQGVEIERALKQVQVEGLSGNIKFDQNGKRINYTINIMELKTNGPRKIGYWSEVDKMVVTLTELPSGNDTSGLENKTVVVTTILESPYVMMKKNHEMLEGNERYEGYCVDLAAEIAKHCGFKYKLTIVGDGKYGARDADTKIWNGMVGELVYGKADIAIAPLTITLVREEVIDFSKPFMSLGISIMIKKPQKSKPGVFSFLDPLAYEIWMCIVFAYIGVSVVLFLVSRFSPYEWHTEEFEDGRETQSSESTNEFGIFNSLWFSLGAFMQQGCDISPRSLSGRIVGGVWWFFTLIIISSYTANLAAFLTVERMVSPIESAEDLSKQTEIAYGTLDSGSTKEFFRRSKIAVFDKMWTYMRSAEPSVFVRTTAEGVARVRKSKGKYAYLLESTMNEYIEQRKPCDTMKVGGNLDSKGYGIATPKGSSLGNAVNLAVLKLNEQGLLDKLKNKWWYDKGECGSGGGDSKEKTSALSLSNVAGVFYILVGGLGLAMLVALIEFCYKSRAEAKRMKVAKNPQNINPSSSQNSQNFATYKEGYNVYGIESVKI
# AMPAR-TARP mod agonism max-min = recorded beside AMPAR-TARP mod, whose call it bears; compound max-min signal; compound-alone response (agonism);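 unitless range of fluorescence divided by baseline over first 100 seconds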
# AMPAR-TARP mod glutamate slope = second read-out of AMPAR-TARP mod, no call of its own (marks repeat the call); glutamate slope, % of max; measured here: glutamate response slope, % max;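 scaled per plate between vehicle wells and maximal 1 mM glutamate control wells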
# * = called active by the depositor; i = inactive; + = active, no number; & = joins results of further samples.
SMILES,AMPAR-TARP mod,AMPAR-TARP mod agonism max-min,AMPAR-TARP mod glutamate slope
CS(=O)(=O)N1CCCc2cc(NC(=O)COc3ccc(Cl)cc3)ccc21,i,0.093,56
CCn1nnc2c(N3CCN(c4cccc(C(F)(F)F)c4)CC3)ncnc21,i,0.098,62
O=C(NCCN1CCN(c2ccccc2)CC1)c1ccc2ccccc2c1,i,0.028,37
COc1ccc(NC(=O)c2ccc(C(F)(F)F)cc2)cc1N1CCCCC1=O,i,0.053,49
CCOC(=O)c1c(/N=C2/S/C(=C/C(=O)OC)C(=O)N2c2ccccc2)sc(C)c1C,i,0.11,60
Cc1ccc(N2CCCS2(=O)=O)cc1NC(=O)Cc1ccc(F)cc1,i,0.086,36
COc1ccc(S(=O)(=O)CC(=O)Nc2nc(-c3ccccc3)c(C(C)=O)s2)cc1,i,0.06,36
CCOc1ccccc1NC(=O)c1ccc(=O)n(Cc2ccccc2Cl)c1,+,0.16*,82*
COc1cn(CC(=O)Nc2ccc(Br)cc2)c(CSc2nnc(C)s2)cc1=O,i,0.04,63
CC(C)c1ccc(NC(=O)CSc2nnc(CCn3ccc(=O)[nH]c3=O)o2)cc1,i,0.054,45

# Single records, from the list above. Values in the order: AMPAR-TARP mod, AMPAR-TARP mod agonism max-min, AMPAR-TARP mod glutamate slope
# CC(C)c1ccc(NC(=O)CSc2nnc(CCn3ccc(=O)[nH]c3=O)o2)cc1 across the screens: i, 0.054, 45
# O=C(NCCN1CCN(c2ccccc2)CC1)c1ccc2ccccc2c1 across the screens: i, 0.028, 37
# CCOC(=O)c1c(/N=C2/S/C(=C/C(=O)OC)C(=O)N2c2ccccc2)sc(C)c1C across the screens: i, 0.11, 60
# COc1ccc(S(=O)(=O)CC(=O)Nc2nc(-c3ccccc3)c(C(C)=O)s2)cc1 across the screens: i, 0.06, 36

# Remaining list, next part.
SMILES,AMPAR-TARP mod,AMPAR-TARP mod agonism max-min,AMPAR-TARP mod glutamate slope
O=C(Nc1sccc1-c1nc2ccccc2s1)C1CCN(S(=O)(=O)c2cccs2)CC1,i,0.08,79
COc1ccc(Cl)cc1NC(=O)NCC1CCN(S(C)(=O)=O)CC1,i,0.11,60
Cc1[nH]c(=O)[nH]c(=O)c1Cc1nnc(SCc2cccc(C(F)(F)F)c2)o1,i,0.075,54
O=C(NC1CCCCC1)N1CCC(c2nnc(-c3ccco3)o2)CC1,i,0.073,58
CC(C)n1c(=O)c2nscc2n(CC(=O)Nc2ccccc2Cl)c1=O,i,0.054,61
O=C(Cc1cccs1)N1CCN(c2ccc(-c3ccccn3)nn2)CC1,+,0.15*,31*
CCOC(=O)c1c(C)cc(=O)[nH]c1C,i,0.033,59
COC(=O)Cn1c(=O)c2c(nc3n(-c4ccccc4)c(-c4ccccc4)cn23)n(C)c1=O,i,0.049,58
CC(=O)Nc1ccc(OCC(O)Cn2nc(C)c(Br)c2C)cc1 (stereo not given),i,0.064,52
CCS(=O)(=O)N1CCCc2cc(NC(=O)NCc3cccs3)ccc21,i,0.1,56
CC(C)Oc1ccc(C(=O)NCc2nn(C)c(=O)c3ccccc23)cc1,i,0.15,43
CC1CS(=O)(=O)N(c2ccc(S(=O)(=O)N3CCN(c4ccccc4)CC3)cc2)C1=O (stereo not given),i,0.085,60
Cc1nc(C)c(C(=O)NCCn2ncc3c(N4CCN(c5ccc(F)cc5)CC4)ncnc32)s1,i,0.076,75
COc1cc(-c2ccc(=O)n(CC(=O)Nc3ccccc3C(F)(F)F)n2)cc(OC)c1OC,i,0.077,94
COCCNC(=O)C(=O)Nc1c2c(nn1C(C)(C)C)CSC2,i,0.042,60
COCCN(CC(O)CON=C1c2ccccc2-c2ccccc21)S(C)(=O)=O (stereo not given),i,0.12,68
O=C(NCc1ccco1)C(=O)Nc1c2c(nn1-c1cccc(Cl)c1)CS(=O)(=O)C2,i,0.036,79
Cc1ccc(C(CNC(=O)C2CCCCC2)N(C)C)cc1 (stereo not given),i,0.065,50
CCOC(=O)Cn1c(=O)c2c(nc3n(-c4ccc(CC)cc4)c(C)c(C)n23)n(C)c1=O,i,0.057,42
CCOC(=O)C1CCCN(C(=O)CCc2csc(NC(=O)c3cccs3)n2)C1 (stereo not given),i,0.098,63

# Three structures already listed, sorted by length of the SMILES, lowest first.
SMILES,AMPAR-TARP mod,AMPAR-TARP mod agonism max-min,AMPAR-TARP mod glutamate slope
CC(C)Oc1ccc(C(=O)NCc2nn(C)c(=O)c3ccccc23)cc1,i,0.15,43
CCOC(=O)C1CCCN(C(=O)CCc2csc(NC(=O)c3cccs3)n2)C1 (stereo not given),i,0.098,63
COc1cc(-c2ccc(=O)n(CC(=O)Nc3ccccc3C(F)(F)F)n2)cc(OC)c1OC,i,0.077,94

# Next records follow.
SMILES,AMPAR-TARP mod,AMPAR-TARP mod agonism max-min,AMPAR-TARP mod glutamate slope
COc1ccc(N2C(=O)CN(CCC3=CCCCC3)C3CS(=O)(=O)CC32)cc1 (stereo not given),i,0.058,64
O=C(Nc1nccs1)c1ccc(Cl)c(N2C(=O)CCS2(=O)=O)c1,i,0.16,70
Cc1cc(C)cc(Nc2nc3c(c(=O)n(C)c(=O)n3C)n2CC(=O)O)c1,i,0.066,45
Cc1ccc(NC(=O)CSc2ncc(S(=O)(=O)c3ccc(Br)s3)c(N)n2)cc1,i,0.14,65
COc1ccc(C(=O)NCCN2CCOC(c3ccccc3)C2)cc1OC (stereo not given),i,0.056,32
Cc1onc(-c2ccccc2Cl)c1C(=O)NCc1ccsc1,i,0.081,46
O=C(NCCc1ccc(Cl)cc1)c1ccc2c(=O)n3c(nc2c1)SCC3,i,0.13,40
CCOC(=O)Cn1c(=O)c2c(nc3n(-c4ccccc4OC)c(C)cn23)n(C)c1=O,i,0.093,62
Cc1ccc(S(=O)(=O)N2CCN(c3ccc(C)c(Cl)c3)CC2)cc1,i,0.07,58
CN(C)S(=O)(=O)c1ccc(C(=O)Nc2ccc(CC(N)=O)cc2)cc1,i,0.064,39
O=C(Nc1ccc(Cl)c([N+](=O)[O-])c1)c1ccc(=O)n(Cc2ccc(Cl)cc2)c1,i,0.098,52
CC(C)(C)n1ncc2c(=O)n(NC(=O)c3cc(C(F)(F)F)cc(C(F)(F)F)c3)cnc21,i,0.035,48
COc1cc(NC(=O)Cc2cccc3ccccc23)ccc1N1CCCC1=O,i,0.13,50
CCOC(=O)NCC1CCN(C(=O)COc2ccccc2)CC1,i,0.095,49
Cc1ccc(-n2nc3c(c2NC(=O)C(=O)NCc2ccc4c(c2)OCO4)CSC3)c(C)c1,i,0.032,66
CC(=O)c1ccccc1OCC(O)CN1CCN(C(c2ccccc2)c2ccccc2)CC1 (stereo not given),i,0.074,44
CCCN1C(=O)CCc2cc(NC(=O)c3cc(OC)cc(OC)c3)ccc21,i,0.074,36
COC(=O)c1ccc2c(=O)n(Cc3ccc(C(=O)NCCN4CCC(C)CC4)cc3)c(=S)[nH]c2c1,i,0.11,83
COc1cc(OC)cc(-c2noc(CSc3nc4ccsc4c(=O)n3-c3ccccc3)n2)c1,i,0.1,62
Cc1ccc(S(=O)(=O)c2c(C)nn(C(C)(C)C)c2OC(=O)C2CCCCC2)cc1,i,0.055,64

# Only AMPAR-TARP mod and AMPAR-TARP mod glutamate slope, for some of the entries so far:
canonical_smiles | AMPAR-TARP mod | AMPAR-TARP mod glutamate slope
O=C(NC1CCCCC1)N1CCC(c2nnc(-c3ccco3)o2)CC1 | i | 58
Cc1ccc(NC(=O)CSc2ncc(S(=O)(=O)c3ccc(Br)s3)c(N)n2)cc1 | i | 65
Cc1ccc(-n2nc3c(c2NC(=O)C(=O)NCc2ccc4c(c2)OCO4)CSC3)c(C)c1 | i | 66

# Continued:
SMILES,AMPAR-TARP mod,AMPAR-TARP mod agonism max-min,AMPAR-TARP mod glutamate slope
CCOc1nn(CC)cc1-c1nnc(SCc2cc(OC)cc(OC)c2)n1C,i,0.054,51
CS(=O)(=O)c1ccc(CC(=O)Nc2nnc(-c3ccc4c(c3)OCCO4)o2)cc1,i,0.1,57
O=C(Nc1c2c(nn1-c1ccccc1)CS(=O)(=O)C2)C(=O)N1CCOCC1,i,0.1,60
Cc1ccsc1C(O)CNC(=O)c1ccccc1Br (stereo not given),i,0.088,43
O=C(NCCc1c[nH]c2ccccc12)c1n[nH]c2ccccc12,i,0.088,48
Cn1cccc(C(=O)N2CCC(CNS(=O)(=O)c3cccc4ccccc34)CC2)c1=O,i,0.066,52
CS(=O)(=O)c1ccc(Nc2nc(CC(=O)NCCc3ccccc3)cs2)cc1,i,0.11,59
CCOc1ccccc1-n1c(C)cn2c3c(=O)n(C)c(=O)n(C)c3nc12,i,0.066,47
Cc1cc(-c2nnc(NC(=O)C3CCCN3S(=O)(=O)c3cccs3)o2)nn1C (stereo not given),i,0.053,42
CCOc1cn(-c2ccc(F)cc2)nc1C(=O)NC1CCCCC1C (stereo not given),+,0.48*,57*
Cc1cccc(NC(=O)c2sccc2N(C)S(=O)(=O)c2ccccc2)c1,i,0.097&0.042,42&102
CC(C)c1nnc(C2CCN(C(=O)C3COc4ccccc4O3)CC2)o1 (stereo not given),i,0.11,59
CN(C)c1nc2c(c(=O)n(C)c(=O)n2C)n1CC(O)c1ccccc1 (stereo not given),i,0.11,42
Cc1cc(C)n(CCC(=O)Nc2cc(Cl)cc(Cl)c2)n1,i,0.1,59
COc1ccc2nc(-c3ccc(OC)c(NC(=O)c4ccco4)c3)cn2n1,i,0.042,36
COc1ccc(Nc2cc(C)nc(-n3cc([N+](=O)[O-])cn3)n2)cc1,i,0.078,53
COc1ccc2nc(-c3ccc(OC)c(NC(=O)c4c(F)cccc4F)c3)cn2n1,i,0.054,44
COC(=O)N1CCC(CNS(=O)(=O)c2c(F)cccc2F)CC1,i,0.077,57
COc1ccc(/C=C2/SC(=O)N(CCCC(=O)Nc3ccccc3O)C2=O)cc1,i,0.082,56
COc1cc(-c2noc(C3CC(=O)N(c4ccc(C)cc4C)C3)n2)cc(OC)c1OC (stereo not given),i,0.1,64
Cc1cccc(C)c1NC(=O)CSc1ncc(S(=O)(=O)c2cccc(Cl)c2)c(=O)[nH]1,i,0.092,49
COc1ccc(-c2ccc(=O)n(CCNS(=O)(=O)c3ccc(F)cc3)n2)cc1,i,0.053,-11
O=C(Cn1cc(-c2nnc(-c3ccccc3)o2)c2ccccc21)N1CCCC1,i,0.07,56
CN1CCN(C(CNS(=O)(=O)c2ccccc2F)c2cccn2C)CC1 (stereo not given),i,0.083,49
Cc1ccnc(OCC(=O)Nc2ccc3c(c2)OCO3)n1,i,0.096,64
CCCN(C(=O)c1cccnc1)c1ccc(C)cc1C(=O)O,i,0.14,87
Cn1nc(CNC(=O)C2CC=CCC2)c2ccccc2c1=O (stereo not given),i,0.11,64
Cn1nnc2c(SCC(=O)Nc3ccc(C(F)(F)F)cc3)ncnc21,i,0.044,43
COc1ccc(NC(=O)CSc2nnnn2-c2ccccc2F)cc1,i,0.074&0.041,33&99
O=C(O)c1cccnc1SC1CC(=O)N(c2ccc(OC(F)(F)F)cc2)C1=O (stereo not given),i,0.07,52
CC(=O)Cn1c(=O)c2c(nc3n(-c4cccc(C)c4)c(C)c(C)n23)n(C)c1=O,i,0.063,55
Cc1ccc(C)c(Cn2cc(C(=O)Nc3ccc([N+](=O)[O-])cc3C)ccc2=O)c1,i,0.088,55
CC(C)(C)C(=O)N1CCc2ccc(NC(=O)c3ccco3)cc21,i,0.046,46
Cc1cc(C)n(CCNC(=O)c2cc3ccccc3o2)n1,i,0.15,55
COc1ccccc1-c1c(C)nn2c(N3CCN(C4CCCCC4)CC3)cc(C)nc12,i,0.12,51
O=C(CSc1ncc(S(=O)(=O)c2cccc(Cl)c2)c(=O)[nH]1)Nc1ccc2c(c1)OCCO2,i,0.086,50
COCCn1c(-n2nc(C)c(C)c2C)nc2c1c(=O)n(Cc1ccc(F)cc1)c(=O)n2C,i,0.066,55
CSc1cccc(NC(=O)C(=O)NC2CCCC2)c1,i,0.091,55
O=C(NCCCN1CCCC1=O)C(=O)NCc1ccc2c(c1)OCO2,i,0.078,67
O=C(NCC(c1cccs1)N1CCOCC1)c1c(F)cccc1Cl (stereo not given),i,0.031,41
COc1cccc2sc(N(Cc3ccco3)C(=O)Cc3ccc(SC)cc3)nc12,i,0.068,57
N#Cc1ccc(-c2csc(NC(=O)C3CCCN3S(=O)(=O)c3cccs3)n2)cc1 (stereo not given),i,0.12,56
O=C(NCCCn1nc(-c2ccc(Cl)cc2)ccc1=O)Nc1ccc(F)cc1F,i,0.16,57
O=C(Nc1nc2ccccc2s1)c1ccc(=O)n(Cc2ccc(F)cc2)n1,i,0.069,56
COCC(C)(O)CNC(=O)C(=O)Nc1ccon1 (stereo not given),i,0.093,60
CCC(C)(C)OCC(O)CN1CCN(CCO)CC1 (stereo not given),i,0.14,55
O=C(c1cccs1)N1CCN(C(=O)N2CCOCC2)CC1,i,0.13,65
CCOC(=O)CCC(=O)N1CCN(c2ncnc3c2nnn3-c2cccc(OC)c2)CC1,i,0.069,49
COc1ccc(S(=O)(=O)c2cnc(SCC(=O)Nc3ccc(C)cc3)[nH]c2=O)cc1OC,i,0.11,54
COc1ccccc1NC(=O)c1ccc(=O)[nH]n1,i,0.068,43

# More entries:
SMILES,AMPAR-TARP mod,AMPAR-TARP mod agonism max-min,AMPAR-TARP mod glutamate slope
O=C(c1cc2cccnc2n(Cc2ccccc2)c1=O)N1CCc2ccccc2C1,i,0.061,37
Cc1cc(C)c2c(n1)nn1c(N3CCN(CCOc4ccc(Cl)cc4)CC3)cc(C)nc21,i,0.15,67
O=C(CSc1nc2ccccc2c(=O)n1-c1ccc(Br)cc1)Nc1cccc(F)c1,i,0.075,38
CS(=O)(=O)N1CCCC1C(=O)Nc1nc(-c2ccc3c(c2)OCO3)cs1 (stereo not given),i,0.14,61
COc1cn2c(cc1=O)C(=O)N(CCNC(=O)CCC1CCCCC1)CC2,i,0.1,58
Cc1nnsc1C(=O)Nc1cc(-c2cccs2)nn1CCO,i,0.12,65
O=C(NCC(O)Cc1ccccc1)c1cc(-c2ccco2)on1 (stereo not given),i,0.15,86
COCCNC(=O)C(=O)NCC(F)(F)F,i,0.11,51

# Only part of the results is shown. The share of hits here may be higher or lower than overall.
